Source: PubChem BioAssay (Sanford-Burnham Center for Chemical Genomics)
Gli-Sufu block: antagonists of Gli-Sufu signaling | Sufu-KO-LIGHT fibroblasts, Gli luciferase reporter luminescence | inhibition, % at 5 µM | 0.74% of 340,000 active;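 active = inhibition above about 55%, limit read from the data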;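 note: 0% = DMSO-treated cells and 100% = wells with medium but no cells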
CCR6 antagonist: CCR6 (human) receptor antagonism. CHO-K1 CCR6 PathHunter beta-arrestin, luminescence, CCL20-stimulated. inhibition, % at 20 µM. 0.49% of 340,000 active;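 active = compounds whose inhibition of the agonist-driven luminescence signal at 20 µM reaches about 50%, limit read from the data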;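 note: cells stimulated with CCL20 at 14 nM final; plate controls were DMSO with CCL20 for no effect and DMSO without agonist for full effect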
Target sequence (P51684 whole entry, looked up): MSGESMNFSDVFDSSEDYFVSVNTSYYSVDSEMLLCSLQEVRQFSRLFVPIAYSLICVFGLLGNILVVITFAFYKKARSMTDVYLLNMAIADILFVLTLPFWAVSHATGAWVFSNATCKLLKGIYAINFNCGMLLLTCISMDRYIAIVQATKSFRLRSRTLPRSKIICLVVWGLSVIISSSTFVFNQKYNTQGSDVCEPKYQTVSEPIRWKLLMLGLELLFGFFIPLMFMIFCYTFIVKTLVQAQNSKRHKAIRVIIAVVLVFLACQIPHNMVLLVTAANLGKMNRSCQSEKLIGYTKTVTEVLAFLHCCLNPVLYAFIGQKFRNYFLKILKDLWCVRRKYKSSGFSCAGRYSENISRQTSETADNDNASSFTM
UPR XBP1 act: adaptive UPR (XBP1) activation; activation, % at 20 µM; 0.33% of 330,000 active; CHO-XBP1 luciferase reporter, IRE1-XBP1 UPR activation, luminescence; percent of tunicamycin response, DMSO as zero; AID 463104;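 active = versus positive control, 20 µM dose yields 30% or more activation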;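 note: 100% = tunicamycin at 10 µg/mL and 0% = DMSO only wells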
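Material: IRE1-XBP1 luciferase reporter CHO line / Quantity: one thousand reporter cells per well / Buffer or medium: F12 with 10% serum / Compound: 20 µM single concentration, DMSO 1% / Times: 6 h treatment, 37 °C / Detection: Steady-Glo luciferase glow luminescence, 10 min after reagent addition / Benchmarks: tunicamycin high, DMSO low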
CHOP UPR activ: activators of apoptotic arm of unfolded protein response (CHOP); AID 449763; CHO-CHOP luciferase reporter, UPR activation, luminescence; percent of tunicamycin response over DMSO baseline; activation, % at 10 µM; 0.34% of 330,000 active;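 active = at 10 µM dose, activation of 40% or more, normalized to positive control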;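 note: 100% = tunicamycin at 10 µg/mL and 0% = DMSO alone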
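measured by = luciferase luminescence | assay system = CHO-CHOP cells, stable luciferase reporter of PERK-eIF2a-CHOP signalling | amount = 500 reporter cells seeded per well | timing = 6 h compound exposure at 37 °C after overnight seeding | controls = positive tunicamycin 10 µg/mL, negative DMSO alone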
Mdm2-MdmX inh: disrupts the human Mdm2-MdmX interaction; O15151+Q00987; SaOS-2 split-luciferase Mdm2/MdmX complementation, luminescence; inhibition, % at 8 µM; 3% of 330,000 active;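 active = inhibition of at least 50% at 8 µM in the primary screen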
CXCR6 block: inhibitors of human CXCR6 receptor | 0.36% of 360,000 active | O00574 | CHO-K1 PathHunter CXCR6 beta-arrestin, luminescence | inhibition, % at 20 µM; in the data active = inhibition above about 34%, passing the limit was not always enough;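 note: antagonist mode with CXCL16 agonist at 10 nM final; 0% = 10 nM CXCL16 with DMSO and 100% = unstimulated wells without agonist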
Target sequence (O00574 whole entry, looked up): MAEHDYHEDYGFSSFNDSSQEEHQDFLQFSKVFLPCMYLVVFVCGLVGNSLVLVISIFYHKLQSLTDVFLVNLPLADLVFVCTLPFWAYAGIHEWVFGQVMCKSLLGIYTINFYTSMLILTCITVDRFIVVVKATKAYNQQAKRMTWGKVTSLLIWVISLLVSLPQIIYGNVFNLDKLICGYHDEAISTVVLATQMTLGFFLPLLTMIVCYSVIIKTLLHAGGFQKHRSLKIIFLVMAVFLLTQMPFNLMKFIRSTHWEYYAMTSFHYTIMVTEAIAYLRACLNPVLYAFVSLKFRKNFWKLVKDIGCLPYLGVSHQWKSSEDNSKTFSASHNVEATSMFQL
Jurkat NFkB inh: inhibitors of the PMA/ionomycin-induced NF-kB reporter in Jurkat cells | 0.53% of 330,000 active | PMA/ionomycin-induced NF-kB luciferase reporter, luminescence | inhibition, % at 4 µM; in the data active = inhibition above about 50%
697 NFkB inh: inhibitors of the PMA/ionomycin-induced NF-kB reporter in 697 B cells; inhibition, % at 4 µM; 697 B-cell NF-kB luciferase reporter, 16 h; 0.33% of 330,000 active; in the data active = inhibition above about 35%
EBI2 block: EBI2 (human) antagonism; EBI2 beta-arrestin recruitment, luminescence, 7a,25-OHC stimulated; 0.81% of 360,000 active; AID 651636; inhibition, % at 5 µM; P32249; in the data active = inhibition above about 38%;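 note: enzyme fragment complementation signal reports receptor beta-arrestin coupling in cells; 0% = agonist plus DMSO wells and 100% = wells without agonist; some results beyond the cut were filed as inactive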
Target sequence (P32249 whole entry, looked up, the tested form may be a part): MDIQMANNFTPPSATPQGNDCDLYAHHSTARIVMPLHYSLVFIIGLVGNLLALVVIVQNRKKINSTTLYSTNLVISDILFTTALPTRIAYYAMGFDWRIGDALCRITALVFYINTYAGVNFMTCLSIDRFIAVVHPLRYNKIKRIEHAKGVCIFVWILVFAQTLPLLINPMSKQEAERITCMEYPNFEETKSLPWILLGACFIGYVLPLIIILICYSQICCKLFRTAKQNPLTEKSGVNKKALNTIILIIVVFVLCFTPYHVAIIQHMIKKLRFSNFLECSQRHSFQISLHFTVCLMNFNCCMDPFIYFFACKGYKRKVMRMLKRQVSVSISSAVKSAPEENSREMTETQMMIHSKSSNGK
* hit, by the source's call; / = not tested or not shown.

SMILES	Gli-Sufu block	CCR6 antagonist	UPR XBP1 act	CHOP UPR activ	Mdm2-MdmX inh	CXCR6 block	Jurkat NFkB inh	697 NFkB inh	EBI2 block
COc1ccccc1/C=N/N1CCN(Cc2ccccc2Cl)CC1	-3	3	-2	-0.5	5	3	12	4	-4
COc1ccc(S(=O)(=O)Nc2ccc3c(c2)OCO3)cc1Cl	20	11	3	1.2	8	4	-2	-10	-6
CN(c1ccccc1)c1cc(Br)nc(Br)c1	-3	16	9	1.9	20	10	-12	-18	-7
CCn1c(-c2ccccc2O)n[nH]c1=S	-4	-8	-4	0.0	-31	-20	-28	-41	3
O=C(CSc1nnc(-c2ccccc2)n1Cc1ccco1)Nc1ccc2c(c1)OCCO2	-4	11	-4	-0.6	15	-5	-10	12	11
CC1=NN(C(C#N)c2ccccc2O)C(C)(C)C1 (configuration not stated)	-12	15	-2	-1.0	26	-1	-5	-2	0
O=C(NC1CC1)c1cccc(Br)c1	0	-3	-2	-0.2	-6	0	2	26	-3
COc1ccc(NC(=O)CN(c2ccccc2)S(=O)(=O)c2ccccc2)c(OC)c1	-1	10	-3	-1.2	19	6	-12	-10	3
COc1ccc(S(=O)(=O)N2CCC(C(=O)NCc3ccncc3)CC2)cc1Cl	16	20	-1	-0.9	6	-1	-9	3	4
NNC(=S)Nc1ccc(Cl)cc1	-2	14	2	-2.5	14	14	2	3	-1
Cc1ccc(C)c(-n2c(-c3cccnc3)n[nH]c2=S)c1	-4	-2	-2	-2.1	-13	-6	-2	12	-5
COc1ccc(CNC(=O)C2CCN(S(=O)(=O)c3c(C)n[nH]c3C)CC2)cc1	-6	-6	-2	-0.1	15	-9	-9	11	-8
O=C1CC2(CCN(C(=O)c3ccccc3Cl)CC2)Oc2ccccc21	11	4	-2	1.5	17	4	4	-2	0
COc1ccc(-n2nc(C(=O)O)c3ccccc3c2=O)c(OC)c1	-5	-10	-1	-1.2	5	3	4	9	6
CCOCCCN(C)C1CCN(C(=O)c2oc3ccccc3c2NC(=O)Cc2ccc(F)cc2)CC1	-16	11	0	2.9	9	2	4	5	4
CCc1c(C#N)sc(C(N)=O)c1CC	6	0	-1	-0.6	43	-2	2	14	-7
COC(=O)C1=C(C(=O)OC)[N+]2=C3N(C(=O)NC2(C)C)[C@H](CO)C[C@@]32c3ccccc3N(Cc3ccccc3)[C@@H]12	-6	1	2	-2.2	17	3	-5	14	-12
CCN(CCCc1ccccc1)CCCc1ccccc1	/	19	-6	-0.4	-12	7	17	2	-9
O=S(=O)(Nc1cccc2ncccc12)c1cccs1	87*	88*	-8	49*	74*	79*	80*	-25	60*
COC(=O)c1ccc2c(=O)[nH]c(CSc3nc(-c4ccc(F)cc4)cs3)nc2c1	6	2	0	-0.2	22	-5	9	17	8
C=CCNC(=S)N/N=C/c1cccc([N+](=O)[O-])c1	-1	-2	-1	0.1	-26	2	-6	8	-19
CC1CS(=O)(=O)CCN1N=Cc1ccc([N+](=O)[O-])o1 (configuration not stated)	-6	3	-6	0.2	-8	-15	-3	-14	0
Cc1sc2nc(CN3CCCC3)nc(N3CCN(S(=O)(=O)c4cccc(F)c4)CC3)c2c1C	9	10	0	-0.6	44	-5	-1	11	6
N#Cc1ccc(CSc2nnc(-c3cnccn3)o2)cc1	9	-6	0	0.5	-38	-6	16	1	1
Cc1nc(SCc2ccccc2)nc2c1CCC2	-65	17	1	6.9	-74	4	-39	-79	-1
C[C@H](NC(=O)C1CCN(S(=O)(=O)c2ccccc2)CC1)C(=O)NCc1ccco1	44	-3	-5	2.3	15	-4	-3	-10	-7
COc1ccc(CCNc2ccc(N3C(=O)CC(C)C3=O)cc2[N+](=O)[O-])cc1OC (configuration not stated)	-29	19	1	1.4	28	5	0	-51	-5
Cc1cc(C(=O)OCC(=O)N2CCc3ccccc32)ccc1[N+](=O)[O-]	3	-5	-1	-2.2	17	-3	1	12	-5
COc1ccc(OCC(O)CN(CCO)CC(O)Cn2ccc3ccccc32)cc1 (configuration not stated)	6	7	-2	3.3	19	2	-4	-1	21
COc1ccccc1NS(=O)(=O)c1cc(NC(=S)NCCN2CCOCC2)ccc1N1CCOCC1	-8	0	1	-0.6	-29	-5	5	3	7
CCC(NC(=O)CCl)c1ccc(C)cc1 (configuration not stated)	6	13	-4	-2.3	4	-3	4	8	7
COc1ccc(-c2cnc3n2CCCCC3)cc1	4	6	-4	0.2	-16	1	4	-29	3
COC(=O)[C@@]12CCCN1[C@H](c1ccc(-c3ccc(OC)cc3)cc1)[C@@H]1C(=O)N(C)C(=O)[C@@H]12	-8	13	-2	-0.5	12	4	-17	-15	13
COc1ccccc1-c1ccc(SCC(=O)N2CCOCC2)nn1	10	3	-2	0.2	-14	-6	-7	25	-7
Cc1c(Br)c([N+](=O)[O-])nn1CCCC(=O)N1CCN(c2ccccc2)CC1	3	13	-1	1.6	-19	9	-7	-1	7
COc1ccccc1/C=C/C(=O)NCC(=O)N=Nc1c(O)[nH]c2ccccc12	-3	6	-4	0.9	-37	2	11	7	5
Cc1ccc(S(=O)(=O)CCC(=O)OCC(=O)NNC(=O)c2ccc([N+](=O)[O-])cc2)cc1	-2	-7	-3	-2.7	13	-7	-4	6	-9
COCCN(Cc1cc2cc(C)ccc2n2nnnc12)C(=S)Nc1ccc(C)cc1	32	1	-6	-1.4	30	-1	9	-18	3
COC(=O)C1CCN(C(=O)c2sc3nc(-c4ccccc4)cn3c2C)CC1	-9	-1	1	1.6	-20	-6	-5	0	2
CCC(CC)c1nnc(NC(=O)c2cc(C(=O)OC)cc([N+](=O)[O-])c2)s1	9	10	14	6.9	4	-4	6	2	1
CC1(C)CC(=O)C(C=NCCN2CCN(C3CC(=O)N(c4ccc(F)cc4)C3=O)CC2)=C(O)C1 (configuration not stated)	0	2	1	1.8	18	-5	3	8	1
COc1ccc(-c2c3c([nH]c(=S)c2C#N)CCC3)cc1	0	10	/	/	/	2	/	/	2
O=C(Nc1cccc(-c2nnc(-c3ccco3)o2)c1)C(c1ccccc1)c1ccccc1	4	11	-2	-0.2	33	8	-8	-20	77*
Cc1ccc(CCNC(=O)C2=CCN(S(=O)(=O)c3ccccc3)CC2)cc1	-7	13	-4	-0.3	-20	4	4	3	9
O=C(OCC(=O)C12CC3CC(CC(C3)C1)C2)c1ccccn1	-15	-2	1	-0.4	11	-4	7	-3	-10

3 of the entries above in order of their number in EBI2 block, falling.
| SMILES | CCR6 antagonist | UPR XBP1 act | Mdm2-MdmX inh | CXCR6 block | Jurkat NFkB inh | 697 NFkB inh | EBI2 block |
| --- | --- | --- | --- | --- | --- | --- | --- |
| O=S(=O)(Nc1cccc2ncccc12)c1cccs1 | 88* | -8 | 74* | 79* | 80* | -25 | 60* |
| CCC(CC)c1nnc(NC(=O)c2cc(C(=O)OC)cc([N+](=O)[O-])c2)s1 | 10 | 14 | 4 | -4 | 6 | 2 | 1 |
| C[C@H](NC(=O)C1CCN(S(=O)(=O)c2ccccc2)CC1)C(=O)NCc1ccco1 | -3 | -5 | 15 | -4 | -3 | -10 | -7 |

The list goes on:
SMILES	Gli-Sufu block	CCR6 antagonist	UPR XBP1 act	CHOP UPR activ	Mdm2-MdmX inh	CXCR6 block	Jurkat NFkB inh	697 NFkB inh	EBI2 block
Cc1nc(NC(=O)/C=C/c2ccc(C(C)(C)C)cc2)sc1C(=O)N(C)C	5	-17	-1	3.8	-1	3	-6	7	-15
Cc1ccc(N2C(=O)[C@@H]3[C@H](C2=O)[C@H]2C=CC=NN2[C@@H]3C(=O)Nc2ccccc2)cc1	0	7	-1	-0.2	-3	0	1	-22	0
CC1CN(C(=O)CN2C(=O)c3ccccc3S2(=O)=O)CC(C)O1 (configuration not stated)	1	-3	0	0.7	-6	2	14	11	1
COc1ccc(N(CC(=O)Nc2ccc3c(c2)OCCO3)S(=O)(=O)c2cccnc2)cc1	14	0	-4	0.0	9	0	-3	2	-3
O=C(c1cccc(C(=O)N(c2ccccn2)C2CCCCC2)c1)N(c1ccccn1)C1CCCCC1	5	16	0	1.2	31	7	3	11	4
O=[N+]([O-])c1ccc([C@H](O)[C@H](CO)N=Cc2ccccc2O)cc1	-2	3	-9	0.5	25	-3	-6	1	-10
O=C1N(Cc2cccnc2)C[C@@H]2C[C@@H](c3cccc(Oc4ccccc4)c3)N3CCC[C@@]123	0	21	2	-0.8	10	-8	-20	-49	7
O=C(CCN1C(=O)c2ccccc2C1=O)Nc1ccccc1C(F)(F)F	3	-1	-8	2.7	14	8	-5	0	-3
O=C(NNC(=O)c1cnccn1)c1ccc(Cl)cc1	3	-23	-1	2.3	13	-22	-16	-5	-4
Cc1cc(S(=O)(=O)N2CCCCC2CCNC(=O)C(=O)NCc2cccnc2)ccc1F (configuration not stated)	11	4	0	-0.2	-9	-9	10	4	0
Cc1ccc(C(=O)NCCC(=O)NCc2cc(=O)n(C)c(=O)n2C)cc1	20	-7	-2	0.1	8	-1	1	-4	-5
CN(Cc1ccccc1)C(=O)c1ccc(NC(=O)Cc2ccc(NC(=O)C3CCN(C(=O)CCc4ccccc4)CC3)cc2)cc1	16	9	/	/	/	0	/	/	20
CCOC(=O)C1(Cc2cccc(OC)c2)CCN(Cc2ccc(OC)c(OC)c2)CC1	39	12	2	-1.7	33	2	8	8	-11
COc1ccc(O)c(C=Nc2cc(NC(C)=O)c(Cl)cc2Cl)c1	-10	1	/	/	/	-8	/	/	-6
Cc1cccc(OCC(=O)N/N=C/c2cccn2C)c1	3	-6	1	3.0	17	-14	4	9	1
CN(C=O)c1ccc(CSc2ccccc2)cc1	-52	10	/	/	/	-2	/	/	5
COC(=O)C1=C(C)Nc2ncnn2C1c1ccc(C)o1 (configuration not stated)	-5	5	2	-1.2	14	-4	-6	-19	1
Cc1cc(NN)nc(NS(=O)(=O)c2ccccc2)n1	3	5	-2	-1.4	-1	5	16	-2	-9
CCNC(=O)NC(=O)C(C)OC(=O)CNS(=O)(=O)c1c(Cl)cc(Br)cc1Cl (configuration not stated)	0	3	0	-0.7	-1	0	-4	-20	-1
CCOc1ccc(C(=O)Nc2ccc(Cl)cn2)cc1Cl	-94	-13	0	3.6	-138	-18	-92	-83	0
COc1ccc(C(=O)/C(=C\c2ccco2)N2C=CC=CC2=C(C#N)C#N)cc1	43	100*	-5	-10	100*	84*	65*	-3	54*
CN(C)/C=C1\C(=O)Nc2ccccc21	4	4	0	1.1	21	-8	-1	11	-6
Cc1ccccc1C(=O)NC1CCN(CC(=O)NCc2ccccc2)CC1	-7	6	-3	0.1	-23	4	3	7	2
COc1ccc(CCNC(=O)C2CCCN2C(=O)Nc2ccc(C)cc2)cc1OC (configuration not stated)	-7	5	-4	2.0	10	8	-5	4	-7
CCc1cc(=O)oc2cc(OCC(=O)NCCCn3ccnc3)c(Cl)cc12	-15	8	-3	-0.5	20	-5	-8	-27	1
O=C(Cn1c(-c2ccccc2)c[n+]2ccsc12)c1ccc(Br)cc1	50	-15	-3	-0.3	39	1	-23	-33	3
Cc1onc(-c2c(F)cccc2Cl)c1C(=O)NCc1ccccn1	5	-10	1	1.2	-4	1	-8	-3	0
CS(=O)(=O)N1CCN(c2ccccc2NC(=O)c2ccc(Br)o2)CC1	3	5	-3	-0.4	31	1	9	-5	15

An unsorted share of the library; about 5% have a hit in one of these screens.
